Tn6 DDE FP: inhibitors of Tn6 peptide binding to human fibrin DD(E) | Fibrin DD(E) TRITC-Tn6 fluorescence polarization displacement | inhibition, % at 8.3 µM | actives 0.21% (n = 370,000);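 active = inhibition above a per-campaign cutoff: mean of compounds within control limits plus 3 SD, cut at about 15% in these data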;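 also: 0% = median of all compound wells on the plate and 100% = blocking peptide control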
DDE Tn7 FP inh: inhibitors of Tn7 peptide binding to human fibrin DD(E) | P02675 | FP displacement of FITC-Tn7 peptide from fibrin DD(E); 0% = median of compound wells per plate | inhibition, % at 8.3 µM | actives 0.13% (n = 370,000);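 active = inhibition above the mean of compounds falling within the control limits plus 3 SD of them, cut at about 14% in these data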;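 also: 0% = plate median of compound wells and 100% = 10 µM Aha-Tn7 peptide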
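Assay system: human fibrin DD(E). Input: DD(E) 2 µM final. Medium: Tris buffer with calcium and detergent, pH 7.8. Compound dosing: single point at 8.3 µM. Timing: 10 min plus 3 h, room temperature. Technique: fluorescence polarization of the labelled Tn7 tracer. Read-out: percent inhibition. Replicates: singlicate testing.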
ARFGAP1 inh: rat ARFGAP1 inhibition | Arfgap1-stimulated ARF1 GTP hydrolysis, GDP FP detection | inhibition, % at 16.5 µM | AID 651572 | actives 0.26% (n = 360,000);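 active = inhibition above a per-plate limit, mean inhibition of low control wells plus 3 SD, cut at about 25% in these data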;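 also: 0% = DMSO wells with enzyme and 100% = wells lacking Arfgap1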
Target sequence (Q62848 1-136 limits assumed): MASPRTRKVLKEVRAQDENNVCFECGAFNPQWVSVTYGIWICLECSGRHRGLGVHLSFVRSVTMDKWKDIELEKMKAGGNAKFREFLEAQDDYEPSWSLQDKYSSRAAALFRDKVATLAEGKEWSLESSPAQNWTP
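System: truncated rat Arfgap1 GAP domain / Medium: HEPES-based buffer, pH 7.5 / Also added: N-terminally truncated human ARF1-GTP substrate / Incubation: enzyme reaction 120 min at 25 °C after 20 min preincubation / Measured by: FP of antibody-bound GDP Alexa 633 tracer, ex 620/em 688 nm / Replicates: singlicate, each compound tested once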
TDP2 inh: TDP2 (human) inhibition, absorbance primary screen. inhibition, % at 12.8 µM. O95551. recombinant TDP2, T5PNP hydrolysis, p-nitrophenol absorbance 415 nm. AID 720702. actives 0.34% (n = 370,000);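 active = inhibition above the mean of all tested compounds plus 3 SD, set per campaign, cut at about 25% in these data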;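 also: 0% = DMSO with enzyme and 100% = buffer with substrate but no TDP2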
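Assay system: Recombinant human TDP2 | Quantity: 120 nM TDP2 per well | Incubation: 2 h at 37 °C | Signal: Epi absorbance | Evaluation: Percent inhibition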
ADAM10 inh: inhibitors of human ADAM10; O14672; recombinant ADAM10, EDANS/DABCYL FRET peptide cleavage, 3 h; inhibition, % at 7 µM; actives 0.62% (n = 370,000); AID 720582;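 active = inhibition above a per-campaign cutoff equal to the mean of compounds falling between control-based bounds plus 3 SD, cut at about 20% in these data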;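 also: 0% = DMSO wells while the 100% control is not disclosed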
Target sequence (O14672 214-748 limits assumed): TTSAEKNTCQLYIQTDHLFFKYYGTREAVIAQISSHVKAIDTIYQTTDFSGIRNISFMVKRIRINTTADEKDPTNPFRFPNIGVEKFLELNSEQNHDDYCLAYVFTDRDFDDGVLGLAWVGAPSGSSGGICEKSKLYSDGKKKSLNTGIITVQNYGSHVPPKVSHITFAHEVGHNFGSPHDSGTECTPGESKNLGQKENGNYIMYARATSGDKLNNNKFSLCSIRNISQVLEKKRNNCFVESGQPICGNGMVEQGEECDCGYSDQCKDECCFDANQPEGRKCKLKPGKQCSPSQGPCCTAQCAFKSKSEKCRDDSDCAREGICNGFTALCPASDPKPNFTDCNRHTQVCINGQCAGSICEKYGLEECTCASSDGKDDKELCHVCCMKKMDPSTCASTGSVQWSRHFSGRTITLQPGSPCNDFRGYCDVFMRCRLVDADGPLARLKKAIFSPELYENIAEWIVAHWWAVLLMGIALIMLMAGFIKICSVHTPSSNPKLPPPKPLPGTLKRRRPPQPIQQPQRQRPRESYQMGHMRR
proKLK7 act: activates the human kallikrein-7 zymogen | P49862 | AID 652039 | purified proKLK7, EDANS-DABCYL substrate fluorescence; 100% is mature enzyme control, 0% vehicle | activation, % at 7 µM | actives 0.9% (n = 370,000);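 active = activation above the mean of all tested compounds plus 3 SD, computed per campaign excluding outliers beyond control limits, cut at about 13% in these data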
Target sequence (P49862 whole entry, looked up): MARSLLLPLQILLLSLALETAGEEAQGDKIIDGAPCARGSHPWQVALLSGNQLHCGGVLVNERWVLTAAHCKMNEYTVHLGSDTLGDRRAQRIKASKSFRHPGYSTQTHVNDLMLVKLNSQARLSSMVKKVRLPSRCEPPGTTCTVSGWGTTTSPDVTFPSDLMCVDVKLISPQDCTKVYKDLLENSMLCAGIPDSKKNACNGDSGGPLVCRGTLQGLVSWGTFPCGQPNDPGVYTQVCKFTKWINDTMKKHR
PLC-gamma1 inh: PLC-gamma1 (human) inhibition, primary screen; purified PLC-gamma1, fluorogenic substrate, fluorescence; inhibition, % at 12.2 µM; actives 0.84% (n = 370,000); AID 720700; in the data active = inhibition above about 9.5%
ADAM17 inh: inhibits human ADAM17; AID 720648; inhibition, % at 6.95 µM; P78536; actives 0.83% (n = 370,000); recombinant ADAM17, EDANS/DABCYL FRET peptide cleavage;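 active = inhibition above the mean of compounds lying between control limits plus 3 SD, set per campaign, cut at about 8.5% in these data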;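 also: 0% = DMSO-only wells as the low control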
LEDGF integ inh: blocks HIV-1 LEDGF/p75-dependent DNA integration. TR-FRET IN-LEDGF/p75 DNA integration, Eu/Cy5. inhibition, % at 3.7 µM. actives 0.64% (n = 370,000);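 active = inhibition above the screen-wide mean plus 3 SD, cut at about 13% in these data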;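 also: signal is the Cy5 over europium emission ratio at 671 and 618 nm; 0% = plate median of compound wells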
ASAP1 GAP inh: blocks human ASAP1-stimulated Arf1 GTP hydrolysis | GDP FP detection | inhibition, % at 16.5 µM | actives 0.19% (n = 360,000); in the data active = inhibition above about 25%;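 also: 0% = vehicle with enzyme and substrate and 100% = no enzyme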
* marks the source's active call; other numbers are inactive results.

The line under a structure holds: Tn6 DDE FP, DDE Tn7 FP inh, ARFGAP1 inh, TDP2 inh, ADAM10 inh, proKLK7 act, PLC-gamma1 inh, ADAM17 inh, LEDGF integ inh, ASAP1 GAP inh
Cn1nnc2cc(C(=O)Nc3ccccc3)ccc21
    -8, -5, 3, 1, -2, -0.3, 1, -1, 6, -10
Cc1ccc(N(CC(=O)NCc2ccccc2)C(=O)CCC(=O)Nc2ccccn2)cc1
    8, -6, -5, 3, -5, -0.1, 2, -2, 2, -4
CCOCCn1c(=O)c2c(nc3n2CCCN3CCc2ccccc2)n(C)c1=O
    -5, -1, 13, -5, -6, -0.2, 0, 5, 1, -7
CCOCCCNCc1c(Cl)cccc1Cl
    -1, 0, -2, 0, 0, -0.1, -1, -2, -2, -4
CCOC(=O)c1c(NC(=O)C(=O)N/N=C/c2ccc(OCC)cc2)sc2c1CCCCC2
    1, -4, 2, 3, -14, -0.6, -5, 0, 1, -8
COc1ccccc1C=C1CCc2ccccc2C1=O
    -4, -2, 3, -3, -1, -1.4, 1, 0, 1, 5
C/C(=N\NC(=O)c1cccc2ccccc12)c1cccs1
    7, -8, 8, -5, -7, -0.1, 0, -1, -1, -13
O=C(NCCc1ccc(Cl)cc1)C1CCCO1 (stereo unspecified)
    2, -3, -9, 7, -1, -0.1, -1, 0, 1, -3
CC(O)C(NC(=O)OCc1ccccc1)C(=O)OCc1ccccc1 (stereo unspecified)
    -8, 6, 8, -2, -12, 0.0, 1, -6, 0, -2
Cc1ccc2c(c1)c1ncnc(N3CCN(c4ccccc4)CC3)c1n2C
    -5, -4, 1, 6, -22, -0.5, -24, -7, 2, 23
CCOc1cc2c(cc1OC)C(c1cccc([N+](=O)[O-])c1)NCC2 (stereo unspecified)
    -1, -5, -3, 0, -5, -0.5, -1, -2, 0, 4
Cc1cccc2c(CCNC(=O)c3ccc([N+](=O)[O-])cc3)c[nH]c12
    0, -1, 13, -6, -6, -1.1, 4, 1, -3, -2
Cc1ccccc1S(=O)(=O)Cc1ccc(C(=O)NCCCN2CCN(C)CC2)o1
    -4, 5, 2, -2, -5, -0.1, -2, -4, 0, 0
COc1ccc(CCN2C(=O)CN=C2Nc2ccc(F)cc2)cc1OC
    1, -4, -2, 10, 3, -0.4, 0, -1, 0, -9
CCc1nn(C(CC)C(=O)NCc2cccs2)c(=O)c2cc3occc3n12 (stereo unspecified)
    -3, -2, -5, -21, 3, -0.1, 7, -3, 0, -3

Compounds from the list above containing a halogen (three):
The line under a structure holds: Tn6 DDE FP, DDE Tn7 FP inh, ARFGAP1 inh, TDP2 inh, ADAM10 inh, proKLK7 act, PLC-gamma1 inh, ADAM17 inh, LEDGF integ inh, ASAP1 GAP inh
CCOCCCNCc1c(Cl)cccc1Cl
    -1, 0, -2, 0, 0, -0.1, -1, -2, -2, -4
O=C(NCCc1ccc(Cl)cc1)C1CCCO1 (stereo unspecified)
    2, -3, -9, 7, -1, -0.1, -1, 0, 1, -3
COc1ccc(CCN2C(=O)CN=C2Nc2ccc(F)cc2)cc1OC
    1, -4, -2, 10, 3, -0.4, 0, -1, 0, -9

Continuation:
The line under a structure holds: Tn6 DDE FP, DDE Tn7 FP inh, ARFGAP1 inh, TDP2 inh, ADAM10 inh, proKLK7 act, PLC-gamma1 inh, ADAM17 inh, LEDGF integ inh, ASAP1 GAP inh
COc1ccc(C2C=C(c3ccccc3)Nc3nnnn32)cc1 (stereo unspecified)
    2, 0, 12, -1, -154, 2.6, -192, -50, 0, -2
O=C(Nc1ccon1)C1CCN(S(=O)(=O)c2cccs2)CC1
    1, -1, 8, -2, 5, -0.1, 0, -2, 1, -1
Cc1ccc(CNC(=O)Nc2ccccc2)c(C)c1
    -4, 8, 3, -2, 12, -0.1, 1, -4, -6, -5
CN(CC(=O)Nc1ccc(OC(F)(F)F)cc1)C(=O)C1CCC1
    -4, -7, -2, -3, -1, -0.9, 0, -3, 2, 4
O=C(c1ccccn1)N(Cc1ccco1)C1(C(=O)NC2CCCCC2)CCCCC1
    -3, 4, 8, -2, -7, 0.3, -2, -3, 11, -2
COc1ccc(Br)cc1/C=N/NC(=O)CNC(=O)C1COc2ccccc2O1 (stereo unspecified)
    12, 0, -2, 3, 1, 0.1, 0, 1, 5, 6
Cc1ccc(C(C(=O)NCc2ccco2)N(C(=O)Cc2cccs2)c2cccnc2)cc1 (stereo unspecified)
    7, -2, -1, 5, -5, -0.5, 1, -1, 4, 2
COc1ccc(NC(=O)c2ccc3c(c2)NC(=O)CO3)cc1OC
    0, 2, 15, 1, 3, 0.2, 2, -1, 2, 5
CC(C)c1nc2cc(C(=O)N(C)C3CCOCC3)ccc2o1
    3, -4, 5, 5, 9, 0.0, 2, -1, 2, 9
Cc1ccccc1OCC(=O)N=Nc1c(O)n(C)c2ccccc12
    -2, 5, 6, -5, -4, 0.3, 0, -4, -4, -3
COc1ccc(C2=NN(C(=O)c3cccs3)C(c3ccccc3O)C2)cc1 (stereo unspecified)
    -10, 0, 4, -6, -383, -49, -74, -133, 4, 4
COc1ccc(N2Cc3cccc(C(=O)N4CCN(C(=O)c5ccco5)CC4)c3C2=O)cc1
    1, -2, 13, 7, -5, 0.0, -31, -2, 7, -10
Cc1ccc(NC(=O)C2CCCN(S(=O)(=O)c3c(C)noc3/C=C/N(C)C)C2)cc1F (stereo unspecified)
    4, 6, -3, -11, 1, -1.3, -10, 0, -1, -16
O=c1[nH]c(C2CCN(S(=O)(=O)c3cccc(Cl)c3)CC2)nc2c1nnn2Cc1ccccc1
    0, 0, 5, -8, 15, -0.2, 3, 3, 1, 2
C[C@H]1CC[C@@]2(O[C@@H](CCO)C[C@H](O)[C@H]2O)O1
    2, -8, -7, -1, 1, -0.7, 3, 0, 3, 0
COc1cc(NC(=O)C2=COCCO2)c(OC)cc1Cl
    -2, -5, 0, 14, -3, -0.6, 2, -2, -2, -3
COc1ccc(C(=O)NC2CCN(C(=S)Nc3cc(C)cc(C)c3)CC2)cc1
    -6, 3, -1, 6, 5, 0.8, 3, -4, 0, -12
COc1ccc(Br)cc1C(=O)NC(=S)Nc1c(C)n(C)n(-c2ccccc2)c1=O
    -4, -3, 1, 12, 3, 0.2, 0, -3, 4, -2
CCCCC(=O)Nc1cccc(NC(=O)C(C)C)c1
    3, -2, -1, 2, 9, 0.1, -1, -3, 0, 10
Cc1ccc(-c2nc(C#N)c(NCc3cccc4c3OCO4)o2)cc1
    3, -2, -1, 10, -89, -1.2, -271, -35, 10, 8
COc1ccc(-c2csc(NC(C)c3nc4cc(Cl)c(Cl)cc4n3CCOCCO)n2)cc1 (stereo unspecified)
    1, 3, -3, -4, 9, 0.3, -2, 2, 1, 5
CCOCCCNC(=O)C(c1ccc(C)cc1)N(Cc1ccc2c(c1)OCO2)C(=O)CNC(C)=O (stereo unspecified)
    5, 4, -6, 2, 4, 0.3, 13*, -1, -2, 0
CCOc1ccc(N2C(=O)CC(N3CCc4ccccc43)C2=O)cc1 (stereo unspecified)
    -6, -2, -6, 2, -3, 0.1, -1, -3, 2, -7
Cc1ccc(COn2c(-c3ccc(Cl)cc3)nc3ccc([N+](=O)[O-])cc32)cc1
    -3, 6, -10, 11, -3, 0.0, 3, -1, -1, 5
Cc1ccc(S(=O)(=O)N2CCCC2)cc1C(=O)NCc1ccccn1
    -5, 6, -3, -15, 7, 0.3, 4, 3, 3, 6
O=C(N/N=C/c1c[nH]c2ccccc12)c1ccccc1Cl
    -1, 5, -1, -15, 2, -0.1, -3, -4, -4, 9
OC(c1ccc(Cl)c(F)c1)c1ncc(-c2cccc(F)c2)[nH]1 (stereo unspecified)
    -4, -4, 9, -11, 11, 0.5, 3, 7, 0, 4
Cc1ccc(-c2cnn(-c3cccc(C(F)(F)F)c3)c2N)cc1
    1, -1, 9, 7, 11, -0.2, -3, 3, 1, 6
Cc1cc(C)cc(OCC(=O)N/N=C/c2ccc([N+](=O)[O-])o2)c1
    0, 0, 3, 2, 2, 0.5, 0, 2, 3, 5
COC(=O)/C=C1\S/C(=N\N=C\CC(=O)OC)NC1=O
    11, 8, 4, -10, 15, 1.2, -8, 1, 3, 1
CN(CCNC(=O)c1c[nH]c2c1ccc1ccccc12)CCNC(=O)c1c[nH]c2c1ccc1ccccc12
    -8, -7, 5, 1, -316, 2.0, -91, -80, 4, 15

Three entries drawn at random from those above, as already listed:
The line under a structure holds: Tn6 DDE FP, DDE Tn7 FP inh, ARFGAP1 inh, TDP2 inh, ADAM10 inh, proKLK7 act, PLC-gamma1 inh, ADAM17 inh, LEDGF integ inh, ASAP1 GAP inh
Cc1ccc(-c2nc(C#N)c(NCc3cccc4c3OCO4)o2)cc1
    3, -2, -1, 10, -89, -1.2, -271, -35, 10, 8
O=C(c1ccccn1)N(Cc1ccco1)C1(C(=O)NC2CCCCC2)CCCCC1
    -3, 4, 8, -2, -7, 0.3, -2, -3, 11, -2
OC(c1ccc(Cl)c(F)c1)c1ncc(-c2cccc(F)c2)[nH]1 (stereo unspecified)
    -4, -4, 9, -11, 11, 0.5, 3, 7, 0, 4
